Bioassay records: PubChem, National Center for Advancing Translational Sciences (NCATS)
MBNL1-CUG inh = qHTS Assay for Inhibitors of MBNL1-poly(CUG) RNA binding; Muscleblind-like protein 1 (Homo sapiens), Q9NR56; TR-FRET MBNL1-His/biotin-(CUG)12 binding, 665/545 ratio; Potency, µM (top dose mostly 57.5 µM), for inactives: at the highest dose activity change, negative = inhibition, usual class: inhibitors; 0.036% of 280,000 active; AID 2675, 2010; active = well fitted inhibition curve with a large enough effect in the signal ratio, with a control signal flat, not every such curve was filed as active; inconclusive = small, poorly fitted or top-dose-only effect, or effect the other way, or a change in a side signal; inactive = no such curve, though single readings can be large or run the other way; the % refers to the signal ratio; also: % is scaled to controls: 0 for no effect and ±100 for the full control effect
Target sequence (Q9NR56 whole entry, looked up): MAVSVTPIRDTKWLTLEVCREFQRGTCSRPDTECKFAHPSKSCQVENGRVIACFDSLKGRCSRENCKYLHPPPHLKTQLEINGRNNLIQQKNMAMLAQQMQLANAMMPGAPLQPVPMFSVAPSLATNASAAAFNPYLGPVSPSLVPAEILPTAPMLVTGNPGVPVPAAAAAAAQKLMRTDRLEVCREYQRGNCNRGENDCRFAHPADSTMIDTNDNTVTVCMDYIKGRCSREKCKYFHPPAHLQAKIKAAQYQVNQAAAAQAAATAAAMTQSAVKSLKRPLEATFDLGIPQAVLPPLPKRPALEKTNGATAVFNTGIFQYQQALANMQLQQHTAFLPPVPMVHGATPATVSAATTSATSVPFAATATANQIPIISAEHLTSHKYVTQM
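Compound titration spanned 92 nM–58 uM against the MBNL1-His/biotin-(CUG)12 complex. After 60 min at room temperature with 5 nM streptavidin-XL665 and 0.055 ng/ul terbium anti-His, ratiometric 665/545 nm emission (Ex 340 nm) normalized to controls.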
p53 reactivator = qHTS assay for re-activators of p53 using a Luc reporter; Potency, µM (titrated, usually from 92.2 µM), without a hit: at the top dose activity change, positive = activation, actives largely listed as activators; 0.063% of 320,000 active; AID 504706, 2011; H1299 p53-A138V BP100-luciferase reporter, luminescence, 24 h; also: % of control where 0% means no effect; nearly all actives have a fitted effect of over 45% in size
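p53-null H1299 cells stably carrying temperature-sensitive p53-A138V and a BP100-luciferase reporter were pinned with compounds (4-point, 1:5 series) and held 24 hrs at 37 deg C. Luminescence was read 10 min after detection reagent.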
RORg inh = qHTS for inhibitors of ROR gamma transcriptional activity | 5.4% of 310,000 active | Potency, µM (doses to about 53.6 µM), for inactives: at the top dose activity change, negative = inhibition, hits mostly inhibitors | Drosophila S2 Gal4-RORgamma UAS-luciferase reporter, 20 h | AID 2551, 2010; also: % is scaled to controls: 0 for no effect and ±100 for the full control effect; nearly all actives have a fitted effect of over 60% in size
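Stably transfected Drosophila Schneider cells are the test system, with ROR gamma fused to Gal4 and luciferase under UAS control; luminescence is read after 20 hr of 700 uM copper sulfate induction at ambient temperature.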
NPC1 prom act = qHTS Assay for NPC1 Promoter Activators | Huh7 NPC1 promoter luciferase reporter, 24 h | Potency, µM (top dose mostly 9.22 µM), inactives show at the highest dose activation, hits mostly activators | 2.4% of 320,000 active | AID 485313, 2010;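 also: % of control where 0% means no effect; nearly all actives have a fitted effect of over 60% in size; reporter is driven by a mutant NPC1 promoter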
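Luminescence from an NPC1 promoter-driven luciferase reporter in stably transfected Huh7 cells was measured after 24 h compound treatment at 37 °C, followed by 10 min ambient incubation with luciferase detection reagent.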
Rab9 prom act = qHTS Assay for Rab9 Promoter Activators; Huh7 Rab9 promoter-luciferase reporter, luminescence, 24 h; Potency, µM (highest dose often 9.22 µM), inactives show top-dose activation, negative = inhibition, usual class: activators; 2.8% of 320,000 active; also: % of control where 0% means no effect; nearly all actives have a fitted effect of over 60% in size
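Cell-based reporter: Huh7 stable for Rab9 promoter-driven luciferase, plated in reduced-serum medium with 10% FBS at 1500 cells/well, compound-treated 24 h at 37 °C, luminescence read after 10 min reagent.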
ELG1 genotox = qHTS screen for small molecules that induce genotoxicity in human embryonic kidney (HEK293T) cells expressing luciferase-tagged ELG1; HEK293T ELG1-luciferase reporter, luminescence, 16 h; Potency, µM (top dose mostly 46 µM), for the others: top-dose activity change, positive = activation, actives largely listed as activators; 1.3% of 330,000 active; AID 504466, 2011; also: % of control where 0% means no effect; nearly all actives have a fitted effect of over 60% in size
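DMSO vehicle served as control against compound-treated ELG1-luciferase HEK293T cells; exposure lasted 16 hr at 37 °C and 5% CO2, followed by ONE-Glo luminescence detection after 30 min.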
FLuc counter = qHTS profiling assay for firefly luciferase inhibitor/activator using purifed enzyme and Km concentrations of substrates (counterscreen for miR-21 project); Luciferin 4-monooxygenase (Photinus pyralis), P08659; purified FLuc, Km substrates, luminescence inhibition; Potency, µM (titrated, usually from 57.5 µM), inactives show top-dose activity change, negative = inhibition, hits mostly inhibitors; 6.9% of 360,000 active; AID 588342, 2011;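 also: plate controls were vehicle for no effect and reference inhibitor for full effect; nearly all actives have a fitted effect of over 55% in size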
Target sequence (P08659 whole entry, looked up): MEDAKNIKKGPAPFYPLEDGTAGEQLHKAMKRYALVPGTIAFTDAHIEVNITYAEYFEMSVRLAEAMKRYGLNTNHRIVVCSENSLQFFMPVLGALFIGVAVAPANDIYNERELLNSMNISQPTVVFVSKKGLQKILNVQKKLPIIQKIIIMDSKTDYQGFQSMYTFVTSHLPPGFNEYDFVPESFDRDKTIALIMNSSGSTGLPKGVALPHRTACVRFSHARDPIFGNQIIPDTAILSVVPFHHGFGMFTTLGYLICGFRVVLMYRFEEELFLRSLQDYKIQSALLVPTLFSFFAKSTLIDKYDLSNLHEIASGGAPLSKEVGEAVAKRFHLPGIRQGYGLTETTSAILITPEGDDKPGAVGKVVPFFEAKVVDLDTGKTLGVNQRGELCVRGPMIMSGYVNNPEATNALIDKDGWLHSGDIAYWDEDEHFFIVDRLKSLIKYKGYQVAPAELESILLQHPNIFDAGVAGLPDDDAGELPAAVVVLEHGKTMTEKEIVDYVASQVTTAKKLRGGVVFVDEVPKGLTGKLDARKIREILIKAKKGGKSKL
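Purified P. pyralis luciferase (10nM final) with 10uM D-luciferin and 10uM ATP (Km levels) in 50mM Tris acetate pH 7.5, 10mM Mg acetate, 0.01% Tween-20, 0.05% BSA; qHTS 6-point titration, ~60 µM downward; luminescence read.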
uPA surface inh = qHTS for Inhibitors of Cell Surface uPA Generation. cell surface uPA generation assay, qHTS. Potency, µM (series often up to 38.3 µM), for the others: at the top dose activity change, negative = inhibition, usual class: inhibitors. 0.31% of 330,000 active; active = well fitted inhibition curve with a large enough effect; inconclusive = small, poorly fitted or top-dose-only effect; inactive = no such curve, though single readings can be large or run the other way; tested in mouse RAW 264.7 cells; also: % is scaled to controls: 0 for no effect and ±100 for the full control effect; nearly all actives have a fitted effect of over 55% in size
Gal4-VP16 FLuc = VP16 counterscreen qHTS for inhibitors of ROR gamma transcriptional activity; AID 2546, 2010; Potency, µM (doses to about 53.6 µM), without a hit: top-dose activity, negative = inhibition, usual class: inhibitors; 3.5% of 310,000 active; Drosophila S2 Gal4-VP16 UAS-luciferase, luminescence, 20 h;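 also: Gal4-VP16 expression switched on by copper sulfate through the metallothionein promoter; % is scaled to controls: 0 for no effect and ±100 for the full control effect; nearly all actives have a fitted effect of over 50% in size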
BRCA1 expr act = qHTS Assay to Identify Small Molecule Activators of BRCA1 Expression | MCF7-BRCA1-FFLuc reporter, luminescence, 48 h; response scale: scaled: vehicle 0%, 10 µM genistein 100% | AID 624202, 2012 | 1.1% of 380,000 active | Potency, µM (doses to about 46.1 µM), for inactives: top-dose activation, usual class: activators; also: nearly all actives have a fitted effect of over 80% in size; some results filed as inactive show a strong effect at the top dose
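Luminescence from a BRCA1-driven firefly luciferase in MCF7 cells was the read-out, taken 15 min after substrate addition following 48 h compound exposure at 37 °C. Data were normalized to a 10 microM genistein control and DMSO vehicle.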
Numbers without * were called inactive; u = inconclusive; x = not tested or not shown; [ ] = another dose, or the depositor's remark. Unless noted, calls follow the shape of the dose curve; as a rule, active = well fitted curve in the direction sought with a large enough effect; inconclusive = small, poorly fitted or top-dose-only effect, or another doubt; inactive = no such curve, though single readings can be large; an effect the other way counts as inactive or inconclusive. Potency is read from the fitted curve at half-maximal effect.

Molecule | Gal4-VP16 FLuc | p53 reactivator | uPA surface inh | Rab9 prom act | MBNL1-CUG inh | ELG1 genotox | NPC1 prom act | FLuc counter | RORg inh | BRCA1 expr act
OCC1(c2cc(C(F)(F)F)n[nH]2)CCCCC1 | -8% | 0% | x | -4% | -16% | 1% | 2% | 1% | -4%[10 µM] | -25%
O=C(O)c1ccccc1C(=O)OCCCCOC(=O)c1ccccc1C(=O)O | -11% | 5% | x | -2% | -9% | 1% | -2% | u | -12% | 0%
COc1ccc(S(=O)(=O)NC(Cc2ccccc2)C(=O)O)cc1 (stereo not given) | -8% | 2% | -4% | -5% | 1% | -3% | -1% | 2% | -6% | 7%
O=C(NCCC1CCCCN1S(=O)(=O)c1cccs1)C(=O)Nc1ccccc1 (stereo not given) | x | 6% | -3% | -1% | x | -3% | 1% | -12% | x | -1%
COc1cc(OC)cc(C(=O)Nc2sc3c(c2C(N)=O)CCC3)c1 | 1% | 8% | 3% | u | 13% | 10% | 26% | -17% | -1% | 53%
CC(C)(C)NC(=O)CCN(/N=C/c1ccncc1)C1=NS(=O)(=O)c2ccccc21 | 6% | -2% | 2% | 1% | u | -8% | -1% | -1% | -7% | -7%
Cc1cc(C)n(C(CC(=O)O)C(=O)O)n1 (stereo not given) | -2% | -3% | 7% | -5% | -11% | 4% | -4% | 3% | -3% | -26%
CCCCOc1ccc(N2C(=O)CC(NCCc3ccc(S(N)(=O)=O)cc3)C2=O)cc1 (stereo not given) | -5% | 2% | 1% | -5% | -1% | -6% | 0% | 0% | 5% | 2%
O=C(CSCCO)Nc1ccc(C2CCCCC2)cc1 | 5.6µM* | 12% | x | -6% | -1% | u | -5% | 12µM* | 0% | 63%
Cc1ccc(OC(=O)C(C)c2cccc(C(=O)c3ccccc3)c2)cc1 (stereo not given) | 3% | 3% | -6% | -6% | -1% | 1% | 0% | 3% | 8% | 17%
Cc1ccc(OCC(=O)NCC2CCCO2)c(C)c1 (stereo not given) | -10% | 10% | -2% | u | -8% | 11% | 14% | u | 3% | 55%
CC(=O)Nc1ccc(NC(=O)c2ccccc2S(=O)(=O)c2ccccc2[N+](=O)[O-])cc1 | 0% | 5% | 2% | -4% | u | -2% | 0% | 1% | -17% | -8%
CCCCSc1ccc(NC(=O)c2cccnc2)cc1 | -3% | u | x | 8% | -2% | 17% | -2% | u | 27% | 20%
O=C(Nc1ccc(F)cc1F)c1cccnc1 | 10% | 7% | -3% | 2% | -7% | 0% | -1% | 2% | 5% | 4%
COc1ccccc1C(=O)COC(=O)/C(=C/c1ccccc1)NC(C)=O | x | 18% | -2% | -1% | x | 2% | 4% | 0% | x | 3%
COc1cc(OC)c(C(=O)NCC(c2cccs2)N(C)C)cc1OC (stereo not given) | -12% | 5% | x | -10% | -3% | 6% | -1% | -14% | -3% | x
CCN1CCN(C(=O)c2ccc3c(=O)n(Cc4ccccc4OC)c(=S)[nH]c3c2)CC1 | -13% | -7% | x | -7% | 8% | 2% | 1% | 4% | u | -20%
Cc1ccccc1NC(=O)c1nc(S(C)(=O)=O)ncc1Cl | 3.2µM* | -72%[inhibitor] | u | 1% | 10% | 7% | -25% | 4% | 6.3µM* | -84%[inhibitor]
C/C(=N\NC(=O)C1CC1)c1ccc(Cl)cc1 | -12% | 15% | -5% | -3% | -7% | -1% | -2% | -18% | 32% | 39%
CCC(C)NCCOCCOc1ccc(Br)cc1 (stereo not given) | -8%[10 µM] | 7% | -3% | -10% | -3% | 7% | -9% | -1% | -3% | -11%
COc1cc(C2SC(C)C(=O)N2CCc2ccccc2)cc(OC)c1OC (stereo not given) | -1% | -1% | -8% | 1% | -7% | 1% | -7% | -7% | -4% | 12%
OC(c1cccs1)(c1cccs1)C1C[N+]2(CF)CCC1CC2 (stereo not given) | -11% | -5% | -10% | 0% | -3% | -3% | -2% | 8% | -7% | 0%
CCN(Cc1ccc(C#CCCO)cc1)CC1CCCN(CCc2cccc(F)c2)C1 (stereo not given) | 1% | u | -9% | 0% | 5% | -5% | 6% | -9% | -38% | 0%
NC(=O)c1ccccc1-c1nc(-c2ccccc2)no1 | 9% | 22% | -2% | u | -2% | u | u | 24µM* | u | 81%
Cc1nn(-c2ccccc2)c(C)c1NC(=O)COC(=O)C1CC(=O)N(CCc2ccccc2)C1 (stereo not given) | x | 9% | 7% | -3% | x | -1% | 0% | 0% | x | -14%
CC(C)CN1CC(=O)N2C(c3ccccc3)c3[nH]c4ccccc4c3C[C@H]2C1=O (stereo not given in full) | -9% | 0% | 1% | -2% | -8% | -8% | 2% | 2% | 5% | -48%
CC(C)OP(=O)(OC(C)C)C(NC(=O)c1ccccc1Br)C(N)=O (stereo not given) | 10% | 4% | 0% | -2% | x | 0% | -1% | 3% | 1% | -15%
CC1(C)Cc2nc3nc(SCC(=O)Nc4ccccc4)nc(N)c3cc2CO1 | -15% | -4% | -6% | 14% | 13% | 3% | 2% | u | 13% | 20%
NC(=O)c1ccc(NC(=O)CCc2nc3sc4c(c3c(=O)[nH]2)CCCC4)cc1 | x | -1% | 9% | -1% | x | 4% | -2% | 1% | x | -10%
COc1ccccc1/C=N/N1CCN(Cc2ccccc2Cl)CC1 | -1% | x | 4% | -3% | -1% | -1% | 1% | -2% | -11% | -3%
O=C(COC(=O)c1ccccc1SCC(=O)N1CCCC1)NCc1ccccc1 | x | 11% | -10% | 0% | x | -4% | -4% | u | x | -2%
COc1ccccc1N1CCN(S(=O)(=O)c2c(C)ccc3nsnc23)CC1 | -30% | -4% | x | -13% | u | 10% | 9% | -1% | -18% | 5%
C/C(=N\Nc1nc2ccccc2s1)c1ccc(Br)s1 | u | 7% | -11% | 15% | -2% | -8% | 26% | 15µM* | 7.1µM* | -68%
COc1oc(-c2ccc(Cl)cc2)nc1C(F)(F)F | 5% | -1% | 3% | -3% | -13% | 1% | -1% | -2% | 25% | -6%
Cc1cc(C)cc(OC(C)C(=O)Nc2ccccc2C(=O)NCc2cccnc2)c1 (stereo not given) | 1% | 0% | -2% | -1% | 5% | -12% | -2% | -12% | 3% | -29%
Cc1cc(=O)oc2cc(OCC(=O)OCC(=O)Nc3ccccc3Br)ccc12 | -7% | 5% | 4% | -4% | x | 1% | -1% | -3% | -20% | -19%
CN(Cc1ccc(CNC[C@H]2O[C@@H](n3cnc4c(N)ncnc43)[C@H](O)[C@@H]2O)o1)S(C)(=O)=O | x | 16% | 14% | x | x | 1% | x | x | x | -13%
Cc1[nH]n(-c2ccccc2)c(=O)c1C=Nc1cccc2cccnc12 | 0.63µM* | 15% | -6% | -37%[inhibitor] | x | -8% | -36%[inhibitor] | u | 0.63µM* | -82%
Cc1cccc(N2C(=O)C(O)=C(C(=O)c3cccs3)C2c2cccc(Oc3ccccc3)c2)n1 (stereo not given) | -7% | -4% | -6% | 0% | 3% | -5% | -6% | -3% | 26% | 9%
COc1cc2c(cc1OC)CN(CC(=O)Nc1ccc(S(=O)(=O)N3CCCC3)cc1)CC2 | 3% | -5% | -3% | 4% | -6% | -3% | -3% | -2% | -6% | -20%
CC(C)Cn1c2c(c(O)c(C(=O)Nn3c(Cc4ccccc4)nc4ccccc4c3=O)c1=O)CCCC2 | -9% | -3% | 12% | -13% | -1% | -3% | -9% | -1% | -20% | -10%
Cc1cc(C)cc(NC(=O)C2CCCN2S(=O)(=O)c2cccc3cccnc23)c1 (stereo not given) | 1% | -14% | 6% | -2% | 5% | -1% | -4% | 4% | -19% | -25%
CCCCc1ccc(NC(=O)CSc2nc(=O)n(CCN3CCOCC3)c3c2CCC3)cc1 | x | -8% | -4% | -5% | x | 1% | -2% | u | x | -31%
O=C(NCc1cccs1)C(=O)NCC1OCCCN1S(=O)(=O)c1ccc(F)cc1 (stereo not given) | -9% | -1% | 1% | -5% | -3% | 1% | 0% | 2% | 25% | 1%
CN(C)C(CNC(=O)/C=C/c1cccc(Cl)c1)c1ccccc1 (stereo not given) | 10% | 11% | -1% | 1% | 1% | -2% | -2% | 4% | 22% | 27%
COc1ccc(C)cc1-n1nnnc1SCc1nc2ccccc2s1 | -5% | u | -2% | u | -6% | 10% | u | 11µM* | 32% | 12%

Pulled by compound from the list above:
Molecule | Gal4-VP16 FLuc | p53 reactivator | uPA surface inh | Rab9 prom act | MBNL1-CUG inh | ELG1 genotox | NPC1 prom act | FLuc counter | RORg inh | BRCA1 expr act
COc1cc2c(cc1OC)CN(CC(=O)Nc1ccc(S(=O)(=O)N3CCCC3)cc1)CC2 | 3% | -5% | -3% | 4% | -6% | -3% | -3% | -2% | -6% | -20%
Cc1[nH]n(-c2ccccc2)c(=O)c1C=Nc1cccc2cccnc12 | 0.63µM* | 15% | -6% | -37%[inhibitor] | x | -8% | -36%[inhibitor] | u | 0.63µM* | -82%
